Assay outcomes deposited in PubChem by several laboratories.
CatB inh: human cathepsin B inhibition; P07858; purified cathepsin B, fluorogenic substrate, fluorescence; inhibition, %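 (tested at 10 µM)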; 63,000 tested, 0.1% active; in the data active means inhibition above about 21%;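 further: 0% = enzyme with no compound and 100% = no enzyme blank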
CatS inh: inhibitors of human cathepsin S. P25774. recombinant cathepsin S, AMC dipeptide fluorescence, pooled mixtures. inhibition, %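 (tested at 5 µM per compound within 10-compound mixtures)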. 62,000 tested, 0.06% active; in the data active means inhibition above about 32%, passing the limit was not always enough;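 further: 0% = enzyme without compound and 100% = blank without enzyme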
CatL inh: blocks human cathepsin L protease activity; inhibition, %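 (tested at 10 µM)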; P07711; purified cathepsin L, fluorogenic substrate, fluorescence; 58,000 tested, 0.17% active; in the data active means inhibition above about 45%;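 further: 0% = enzyme with no compound and 100% = no enzyme blank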
CatG inh: inhibitors of human cathepsin G; purified enzyme, AMC-tetrapeptide fluorescence, pooled mixtures; inhibition, % at 5 µM (by protocol); 62,000 tested, 0.2% active;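 active means inhibition above 20% in each of the two mixture wells holding the compound; inactive means inhibition of 20% or less in either well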;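 further: 0% = enzyme control without mixture and 100% = blank lacking enzyme; strong numbers were not always called active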
HER2 expr 66K: Her2 kinase expression inhibition; SKBR-3 HER2 protein level, AlphaScreen, 18-24 h; stronger effect = lower value; HER2 level % of control, % at 10 µM; 65,000 tested, 0.69% active;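 active means HER2 level under 5% of the carrier-only control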;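 further: 100% = DMSO carrier and 0% = 500 nM PU-H71 HSP90 inhibitor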
CatB mixtures: inhibitors of human cathepsin B in compound mixtures; P07858; Purified cathepsin B, AMC dipeptide fluorescence; inhibition, %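 (ten-compound pools at 5 µM per compound and 50 µM total)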; 62,000 tested, 0.06% active; in the data active means inhibition above about 22%, passing the limit was not always enough;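 further: 0% = enzyme without compound and 100% = no enzyme blank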
PKA inh: blocks human protein kinase A activity | AID 524 | 65,000 tested, 0.1% active | PKA Kemptide phosphorylation, Kinase-Glo ATP luminescence | inhibition, % at 6 µM;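 active means inhibition above the screen-wide mean inhibition plus 3 SD, cut at about 21% in these data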; further: many of its hits are not listed in these tables
C1s block: human complement C1s inhibition. purified C1s, fluorogenic AMC substrate, pooled mixtures. mean inhibition % of two 10-compound mixtures (stronger effect = higher value), % at 5 µM (by protocol). 62,000 tested, 0.16% active;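 active means inhibition above 20% in each of the two 10-compound mixture wells holding the compound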;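 further: 0% = enzyme wells lacking compound mixture and 100% = no-enzyme blank wells; some compounds called inactive have numbers as strong as hits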
ROCK2 inh: blocks human Rho kinase 2 activity. purified ROCK2, Kinase-Glo ATP depletion luminescence. inhibition, % at 6 µM. 60,000 tested, 0.35% active. AID 604;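 active means inhibition above the screen-wide mean inhibition plus 3 SD, cut at about 18% in these data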;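 further: plate controls were DMSO wells for no effect and Y-27632 control wells after no-enzyme background subtraction for full effect; many of its hits are not listed in these tables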
Target sequence (O75116 whole entry, looked up): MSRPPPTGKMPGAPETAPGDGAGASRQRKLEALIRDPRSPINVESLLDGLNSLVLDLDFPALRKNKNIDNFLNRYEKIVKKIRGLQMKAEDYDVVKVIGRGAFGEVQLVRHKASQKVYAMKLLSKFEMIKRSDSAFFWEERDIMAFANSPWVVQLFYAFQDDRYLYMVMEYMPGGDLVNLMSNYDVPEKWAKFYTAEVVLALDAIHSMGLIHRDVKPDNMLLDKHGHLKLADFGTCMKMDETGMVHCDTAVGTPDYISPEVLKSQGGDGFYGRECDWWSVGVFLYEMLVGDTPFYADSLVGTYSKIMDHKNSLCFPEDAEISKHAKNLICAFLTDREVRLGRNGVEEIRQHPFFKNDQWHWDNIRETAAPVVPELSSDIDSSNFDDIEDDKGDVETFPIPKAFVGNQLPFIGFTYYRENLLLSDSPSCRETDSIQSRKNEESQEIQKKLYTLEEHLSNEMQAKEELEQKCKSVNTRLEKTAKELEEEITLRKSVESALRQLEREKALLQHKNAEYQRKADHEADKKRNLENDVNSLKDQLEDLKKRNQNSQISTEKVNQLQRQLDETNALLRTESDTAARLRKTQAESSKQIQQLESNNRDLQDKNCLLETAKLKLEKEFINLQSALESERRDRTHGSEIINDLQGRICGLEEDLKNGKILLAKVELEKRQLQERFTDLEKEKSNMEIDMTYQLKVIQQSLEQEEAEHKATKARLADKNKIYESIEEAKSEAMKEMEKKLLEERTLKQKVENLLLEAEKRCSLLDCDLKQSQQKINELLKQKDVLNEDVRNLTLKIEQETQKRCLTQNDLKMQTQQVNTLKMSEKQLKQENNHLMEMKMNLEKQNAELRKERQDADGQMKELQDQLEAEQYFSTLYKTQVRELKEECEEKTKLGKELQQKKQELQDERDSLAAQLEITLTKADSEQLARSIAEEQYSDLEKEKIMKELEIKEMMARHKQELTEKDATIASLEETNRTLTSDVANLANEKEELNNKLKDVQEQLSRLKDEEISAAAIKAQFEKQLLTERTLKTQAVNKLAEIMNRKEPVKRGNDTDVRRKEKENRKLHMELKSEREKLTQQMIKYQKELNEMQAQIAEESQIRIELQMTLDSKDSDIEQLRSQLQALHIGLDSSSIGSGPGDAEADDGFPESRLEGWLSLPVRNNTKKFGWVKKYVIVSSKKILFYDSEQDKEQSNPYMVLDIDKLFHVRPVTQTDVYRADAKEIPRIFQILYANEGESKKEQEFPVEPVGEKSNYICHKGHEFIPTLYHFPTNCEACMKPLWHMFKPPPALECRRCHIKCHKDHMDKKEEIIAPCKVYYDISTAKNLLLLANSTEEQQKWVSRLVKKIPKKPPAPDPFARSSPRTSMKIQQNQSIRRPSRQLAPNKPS
An asterisk follows results filed as active; . = no result given. An excerpt; rates above refer to the full screens.

SMILES	CatB inh	CatS inh	CatL inh	CatG inh	HER2 expr 66K	CatB mixtures	PKA inh	C1s block	ROCK2 inh
O=C(CSc1nnc(-c2ccccn2)n1Cc1ccccc1)N1CCCC1	5	-4	15	-11	87	-8	6	-72	0
COC(=O)C1C(=O)NCC1c1ccccc1 (stereo not given)	-2	.	6	.	122	.	-7	.	-8
CCOc1ccccc1CNC(=O)C1CCN(C(=O)c2sccc2-n2cccc2)CC1	2	5	9	-1	84	-9	11	-3	5
CC(=O)Nc1ccc(NC(=O)CN(C)CCC#N)cc1	1	-5	22	10	88	0	6	14	4
CCOc1ccc(N=C2SC(C(=O)O)CC(=O)N2C)cc1 (stereo not given)	-6	-13	-5	-19	108	-2	4	-146	3
Cc1cc(C)c(NC(=O)CN2CCN3CCCC3C2)c(C)c1 (stereo not given)	3	-11	4	-7	98	-15	-2	-31	2
O=C1NC(Cc2c[nH]c3ccccc23)C(=O)N1CCOc1ccc(F)cc1 (stereo not given)	1	-8	-10	5	98	0	5	-38	5
CCC1CCCCN1C(=O)CSc1nnc(CNC(=O)c2ccco2)o1 (stereo not given)	-5	0	5	-1	120	6	4	-29	.
COc1ccc(-c2cc(C(F)(F)F)nc(NC3CCCC3)n2)cc1OC	-5	2	-2	-7	141	0	3	-43	.
CCOc1ccc(-n2c(SCc3nc(-c4cccs4)no3)nnc2-c2ccncc2)cc1	3	-1	14	-9	63	-1	3	-8	0
CC(C)C12CN3CC(C(C)C)(CN(C1)C3c1ccccc1O)C2=O (stereo not given)	-1	-18	13	-2	124	-8	3	-121	2
O=C(CN1CCN(c2ccc(F)cc2)CC1)Nc1ccc(F)c(F)c1	6	2	0	-8	87	-4	9	-8	2
O=C(NCCN1CCOCC1)c1cc2sccc2n1Cc1ccc(Cl)cc1	1	18	.	-1	109	5	6	-45	3
Cc1cccc(N2CC(=O)N(c3cccc(C)c3)CC2=O)c1	4	.	-1	.	81	.	5	.	4
CS(=O)(=O)N(CC(=O)N1CCN(c2cccc(Cl)c2)CC1)c1cccc(F)c1	11	0	8	10	119	3	7	11	3
CC(=O)c1ccc(C#CC(C)(C)O)s1	1	.	0	.	105	.	6	.	-4
COc1ccc(NC(=O)N2CCN(c3nc(-c4cccc(OC)c4)cs3)CC2)cc1	5	-6	0	13	71	3	8	11	5
CC(SCc1ccccc1)C(=O)NC1CCCC1 (stereo not given)	-2	6	4	0	95	3	17	2	2
COc1cc2nc(N3CCN(C(=O)c4ccco4)CC3)nc(N)c2cc1OC	4	4	-59	8	40	-7	-8	-18	-2
COc1cc(C(c2nnnn2C(C)(C)C)N2CCN(c3nc4ccccc4s3)CC2)ccc1O (stereo not given)	0	-3	15	8	108	0	-2	12	8
COc1ccccc1CC(=O)N1CCCC1	5	-7	12	5	134	1	4	-10	5
COc1ccc(CCNc2oc(COc3ccccc3F)nc2C#N)cc1OC	-8	-6	-9	-1	112	4	-2	-5	-4
COC(=O)c1ccc(CSc2nnc(-c3ccncc3)n2Cc2ccccc2)o1	1	-5	-4	8	71	3	10	10	7
CCn1c(SCC(=O)Nc2cc(F)ccc2C)nnc1-c1ccccc1O	0	-6	-1	-11	72	2	7	0	-1
Cc1ccc(NC(=O)C2(N(CC(C)C)C(=O)Cn3nnnc3N)CCCCC2)cc1	2	10	10	7	60	1	4	-8	4
CCCCCn1c(CN2CC(C)OC(C)C2)nc2c1c(=O)n(C)c(=O)n2C (stereo not given)	0	8	-5	-3	64	2	-4	-6	0
COc1ccc(-n2c(Cn3c(=O)sc4ccccc43)nnc2SC)cc1	4	12	16	2	110	1	7	2	11
Cc1noc(C)c1S(=O)(=O)N1CCC(C(=O)Nc2ccc(OC(F)(F)F)cc2)CC1	-3	-2	4	-7	91	-5	5	-8	.
CC1=C(C(=O)OCCOc2ccccc2)C(c2ccc(C)o2)C2=C(CC(C)(C)CC2=O)N1 (stereo not given)	2	4	3	10	36	4	6	13	5
Cc1ccc2c(CC(=O)Nc3nc(C)cs3)coc2c1	1	-3	-4	-3	101	0	1	-6	.
CCOC(=O)c1c(C2CC2)csc1NC(=O)CSCc1c(C)noc1C	4	24	.	2	117	6	-3	1	-1
CN(C(=O)c1cccc(C#N)c1)c1nnc(C2CCCO2)s1 (stereo not given)	6	5	20	8	126	1	9	10	5
Cc1ccc(N(C(C)C(=O)Nc2ccc(S(=O)(=O)N3CCOCC3)cc2)S(C)(=O)=O)cc1C (stereo not given)	5	2	14	11	77	3	6	10	8
Cc1ccc(Nc2nc(N3CCOCC3)c3ccccc3n2)cc1	-1	-5	8	8	68	3	5	9	5
COc1ccccc1NC(=O)N(CCCN1CCOCC1)Cc1cc2cc3c(cc2[nH]c1=O)OCO3	1	11	-10	7	82	5	1	8	-4
CN(CCC#N)c1ncnc2scc(-c3ccccc3)c12	-4	4	3	-1	87	5	0	-19	3
COc1ccc(-c2c(C)oc3c(CN4CCN(C)CC4)c(O)ccc3c2=O)cc1	-2	5	.	-6	91	-2	5	-29	2
O=C(CN1C(=O)c2ccccc2S1(=O)=O)N1CCN(c2ccc(F)cc2)CC1	2	8	15	7	61	-4	15	-2	6
O=C(NCC1CCCO1)c1c(O)c2c([nH]c1=O)CCCC2 (stereo not given)	4	1	5	12	94	5	3	11	4
CCCCCSc1nncc(=O)[nH]1	5	-6	0	-6	93	-1	5	-50	0
COc1cc([C@H]2[C@@H]3CCCC[C@]3(O)CCN2Cc2ccccc2F)ccc1O	2	2	-5	-15	103	3	-2	-12	-15
Cc1nc2c(c(=O)n1CC1CCCO1)c1nc3ccccc3nc1n2Cc1ccc2c(c1)OCO2 (stereo not given)	7	.	-1	.	96	.	-15	.	-14
Cc1ccc(C(C(=O)NCc2ccco2)N(C(=O)Cn2nnc3ccccc32)c2ccccc2)o1 (stereo not given)	3	2	6	7	130	3	4	9	7
Nc1c(N2CCN(c3ccccc3)CC2)c2ccccc2oc1=O	-3	0	-7	1	95	-7	-10	-8	-4
O=C(C1CCC(C(=O)N2CCc3ccccc32)CC1)N1CCc2ccccc21 (stereo not given)	-2	-5	-8	3	.	2	6	-2	8

Single records, from the list above. Values in the order: CatB inh | CatS inh | CatL inh | CatG inh | HER2 expr 66K | CatB mixtures | PKA inh | C1s block | ROCK2 inh
CN(C(=O)c1cccc(C#N)c1)c1nnc(C2CCCO2)s1 (stereo not given) in the list: 6 | 5 | 20 | 8 | 126 | 1 | 9 | 10 | 5
Cc1ccc(N(C(C)C(=O)Nc2ccc(S(=O)(=O)N3CCOCC3)cc2)S(C)(=O)=O)cc1C (stereo not given) in the list: 5 | 2 | 14 | 11 | 77 | 3 | 6 | 10 | 8

(continued)
SMILES	CatB inh	CatS inh	CatL inh	CatG inh	HER2 expr 66K	CatB mixtures	PKA inh	C1s block	ROCK2 inh
CN(Cc1ccccc1)C(=O)CSc1nnc(-c2ccco2)n1-c1ccccc1	3	-17	4	-21	94	-4	4	-58	2
COc1ccc(N2C(=O)C3CCCN3C2c2cccs2)cc1 (stereo not given)	2	8	10	0	86	0	-4	-13	-3
S=c1[nH]nc(-c2ccc3ccccc3n2)o1	9	8	15	-9	76	5	10	-17	.
COc1cc(NC(=O)C2CCCN2S(=O)(=O)c2cccc3cccnc23)cc(OC)c1OC (stereo not given)	2	6	9	3	102	-3	1	-18	-4
CCC12CN3CC(CC)(CN(C1)C31C(=O)N(C)c3ccc(C)cc31)C2=O (stereo not given)	3	4	21	-1	106	29	6	10	-1
COc1cccc(C(c2nnnn2Cc2ccco2)N2CCN(c3cccc(C)c3C)CC2)c1OC (stereo not given)	-2	18	-6	16	98	7	-3	17	0
Cc1ccc(C)c(N2CCN(C(=O)C3CCCN(S(=O)(=O)c4cnc[nH]4)C3)CC2)c1 (stereo not given)	2	6	15	9	73	3	-4	8	1
Cc1cccc(N2CCN(S(C)(=O)=O)CC2)c1C	4	15	15	-7	51	3	9	-19	4
COc1ccc(NC(=O)c2ccc3c(c2)C(=O)N(Cc2cccnc2)C3=O)cc1	0	-8	-15	-3	96	2	-2	4	-2
Cc1ccccc1Cn1c2ccccc2c2cn[nH]c(=O)c21	-1	3	0	0	93	-4	1	0	1
CC(=O)NCc1ccc(C(=O)CSc2nnc(-c3ccncc3)n2Cc2ccccc2)o1	-6	6	9	15	204	5	2	13	4
O=c1c2[nH]c3cccc(Cl)c3c2ncn1CCN1CCCCC1	-3	-1	-4	1	82	6	4	4	2
COc1ccccc1C(=O)Nc1ccc(N2CCN(Cc3ccccc3)CC2)cc1	-3	5	-1	4	132	-1	4	2	3
Cc1nn(C)c(C)c1NS(=O)(=O)c1ccccc1	3	8	22	9	57	3	-7	-7	-1
O=C1CSC(c2nn(-c3ccccc3)cc2-c2cc3ccccc3oc2=O)N1Cc1ccco1 (stereo not given)	3	3	-19	-4	90	0	1	-37	.
CN=C(Nc1cc(C)nn1CCC#N)c1ccccc1F	1	7	9	1	113	-3	-5	-6	1
CC(=O)c1ccc(OC(C)C)c(CSc2nc(O)cc(=O)[nH]2)c1	-2	-1	-1	12	106	3	-8	16	-1
COC(=O)c1c(NC(=O)CN2CCC(C)CC2)c2c(C)cccc2n1C	7	20	3	-2	259	3	2	-3	-2
Cn1nnnc1SCCNCC#Cc1ccccc1	4	5	0	-1	78	3	10	3	3
CSC(=NCc1cccnc1)NS(=O)(=O)c1cccs1	3	-2	5	7	101	2	-4	11	-4
CCN(CC)c1nc(C#N)nc(N(CC)CC)n1	1	15	29	-2	62	6	0	-29	1
CCOc1ccccc1C(=O)Nc1ccc2nc(N3CCN(c4ncccn4)CC3)cc(C)c2c1	4	8	-1	-7	28	-2	8	-11	.
O=C(Nc1c(F)cc(F)cc1Br)c1cc(-c2ccco2)on1	2	-2	-4	3	78	1	-2	8	2
COc1ccc(NC(=O)NCCN2C(=O)C3C4C=CC(C4)C3C2=O)cc1 (stereo not given)	-2	-6	8	-3	88	5	4	0	1
O=C(NCc1nc2ncc(Br)cc2[nH]1)c1ccccc1	1	-4	5	-13	263	1	0	-14	-4
Cc1cc(C)n(Cc2ccc(C(=O)NCc3ccco3)o2)n1	3	-5	4	5	71	2	7	-13	.
O=C1CCCCCN1CP(=O)(O)CN1CCOCC1	4	-1	-11	11	86	3	8	14	4
O=C(Cn1cnc2c(nnn2Cc2ccc(Cl)cc2)c1=O)NCc1ccco1	2	-4	-6	9	93	4	1	12	2
Cc1cccc(N2CCCn3c2nc2c3c(=O)n(CC(=O)OCc3ccccc3)c(=O)n2C)c1	3	-2	1	12	46	2	7	15	7
COc1ccc(-c2noc(CCC(=O)NCc3cccnc3)n2)cc1	-2	14	-11	2	88	9	-3	5	5
CCCNS(=O)(=O)c1ccc(CCC(=O)N2CCCCC2)cc1	5	2	7	8	91	-1	5	14	.
O=C(Cn1ncc2c(=O)oc3ccccc3c21)N(Cc1ccco1)C1CCCCC1	-3	15	0	-2	60	-2	-17	-7	-4
Cn1nnnc1SCC1=C(C(=O)O)N2C(=O)[C@@H](NC(=O)[C@H](O)c3ccccc3)[C@H]2SC1	0	5	5	13	91	6	-7	11	1
CC(=O)NC1(NC(C)=O)CCN(C)C(c2ccccc2)C1C (stereo not given)	-1	-6	20	4	74	0	10	3	6
O=C(NCCc1c[nH]c2ccccc12)C(F)(F)C(F)F	-2	4	-4	-2	90	-3	0	-1	-4
O=C(c1ccc2c(c1)OCO2)N1CCCN(C(=O)c2ccc3c(c2)OCO3)CC1	2	-7	-1	3	86	9	-2	-25	-5
COc1ccccc1Nc1ncc(C(=O)N2CCC(C(N)=O)CC2)c2ccccc12	3	-6	1	8	177	-2	-1	10	.
O=C(CSc1nnnn1-c1ccc2c(c1)OCCO2)N1CCc2ccccc21	5	-7	8	-3	93	-3	-10	-23	-6

Some of these compounds in order of their number in CatG inh, high to low.
SMILES	CatB inh	CatS inh	CatL inh	CatG inh	HER2 expr 66K	CatB mixtures	PKA inh	C1s block	ROCK2 inh
COc1ccccc1Nc1ncc(C(=O)N2CCC(C(N)=O)CC2)c2ccccc12	3	-6	1	8	177	-2	-1	10	.
O=C(NCCc1c[nH]c2ccccc12)C(F)(F)C(F)F	-2	4	-4	-2	90	-3	0	-1	-4
O=C(CSc1nnnn1-c1ccc2c(c1)OCCO2)N1CCc2ccccc21	5	-7	8	-3	93	-3	-10	-23	-6
